DT40 TDP1 no CPT: qHTS for Inhibitors of human tyrosyl-DNA phosphodiesterase 1 (TDP1): qHTS in cells in absence of CPT. DT40 Tdp1-/- hTDP1 cells, no CPT, ATP luminescence, 48 h. Potency, µM (top dose mostly 46.2 µM), without a hit: top-dose activity change, negative = growth inhibition, most hits filed as inhibitors. 15% of 420,000 active. AID 686978, 2013; further: nearly all actives have a fitted effect of over 55% in size
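Stably hTDP1-transfected Tdp1-null chicken DT40 cells were treated with library compounds minus camptothecin and grown for at least 48 hr at 37 °C, after which cellular ATP was quantified by luminescence.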
TDP1 block: TDP1 (human) enzyme inhibition | Q9NUW8 | recombinant TDP1, AlphaScreen DNA substrate cleavage | Potency, µM (titrated, usually from 130 µM), without a hit: top-dose activity change, negative = inhibition, actives largely listed as inhibitors | 0.28% of 350,000 active | AID 485290; further: nearly all actives have a fitted effect of over 40% in size
Target sequence (Q9NUW8 whole entry, looked up): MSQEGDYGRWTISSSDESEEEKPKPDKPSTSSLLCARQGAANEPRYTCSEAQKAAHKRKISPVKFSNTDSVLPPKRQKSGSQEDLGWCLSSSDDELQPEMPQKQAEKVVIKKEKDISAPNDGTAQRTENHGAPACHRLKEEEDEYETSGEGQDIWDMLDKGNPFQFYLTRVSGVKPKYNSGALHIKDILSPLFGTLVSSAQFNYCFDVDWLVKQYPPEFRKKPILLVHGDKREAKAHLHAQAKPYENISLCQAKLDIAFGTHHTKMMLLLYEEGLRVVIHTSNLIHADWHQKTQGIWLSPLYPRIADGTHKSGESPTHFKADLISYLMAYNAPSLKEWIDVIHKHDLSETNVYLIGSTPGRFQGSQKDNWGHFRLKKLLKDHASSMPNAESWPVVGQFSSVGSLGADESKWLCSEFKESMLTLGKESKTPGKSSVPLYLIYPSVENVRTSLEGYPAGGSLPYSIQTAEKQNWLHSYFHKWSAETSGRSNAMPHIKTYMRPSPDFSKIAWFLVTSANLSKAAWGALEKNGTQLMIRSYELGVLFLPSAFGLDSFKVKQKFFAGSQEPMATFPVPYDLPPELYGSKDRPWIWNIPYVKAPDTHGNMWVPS
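Compounds were preincubated with Tdp1 (1 nM final) for 15 min at room temperature before substrate (15 nM final) started a 5 min reaction; beads (10 ug/ml final) were then added for 10 min before AlphaScreen detection.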
DT40 TDP1 CPT: DT40-hTDP1 cell growth loss with CPT. chicken DT40 Tdp1-/-;hTDP1 cells + 20 nM CPT, ATP luminescence, 48 h. Potency, µM (top dose mostly 46.2 µM), inactives show at the top dose activity change, negative = growth inhibition, most hits filed as inhibitors. 12% of 420,000 active. AID 686979; further: nearly all actives have a fitted effect of over 55% in size
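Chicken DT40 Tdp1-/- cells complemented with human TDP1, 400 cells/well, exposed to compounds plus 20 nM camptothecin for at least 48 h at 37 C; viability read as ATP content by CellTiter-Glo luminescence.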
Active calls of the source: *; u = inconclusive; x = not tested or not shown; [ ] = dose if it differs, or a comment. The call rests on the fitted dose curve; in most records, active means well fitted curve in the direction sought with a large enough effect; inconclusive means small, poorly fitted or top-dose-only effect, or another doubt; inactive means no such curve, though single readings can be large; an effect the other way counts as inactive or inconclusive. On the % scale 0 is the no-effect control and ±100 the full control effect; potency means the concentration at half of the fitted maximal effect. Compounds were not picked by outcome; any-hit rate near 18%.

> O=C(NCc1cccnc1)c1cc(C2CCCCN2C(=O)OCc2ccccc2)on1 (configuration not stated)
  DT40 TDP1 no CPT: u; TDP1 block: x; DT40 TDP1 CPT: u

> COc1ccccc1C(C)NS(=O)(=O)c1ccc(Cl)nc1 (configuration not stated)
  DT40 TDP1 no CPT: 2%; TDP1 block: -2%; DT40 TDP1 CPT: -26%

> Cc1cccc(NC(=O)C2CC(=O)N(c3ccccc3)C2)c1C (configuration not stated)
  DT40 TDP1 no CPT: 0%; TDP1 block: 2%; DT40 TDP1 CPT: 3%

> N#CC(C#SN)=C1CCCCC1
  DT40 TDP1 no CPT: -10%; TDP1 block: 6%; DT40 TDP1 CPT: -17%

> COCCNC(=O)c1ccc(CS(=O)(=O)c2c(Cl)cccc2Cl)o1
  DT40 TDP1 no CPT: 2%; TDP1 block: 3%; DT40 TDP1 CPT: 0%

> Nc1ccc(-c2nc3ccc([N+](=O)[O-])cc3[nH]2)cc1
  DT40 TDP1 no CPT: u; TDP1 block: 0%; DT40 TDP1 CPT: u

> O=S(=O)(Nc1cccc(-c2ccc(N3CCCCCC3)nn2)c1)c1ccccc1
  DT40 TDP1 no CPT: u; TDP1 block: 4%; DT40 TDP1 CPT: u

> CCOCCCn1c(=N)c(C(=O)NCc2ccco2)cc2c(=O)n3ccccc3nc21
  DT40 TDP1 no CPT: -17%; TDP1 block: x; DT40 TDP1 CPT: -2%

> Cc1nn(CC(C)C)c(Cl)c1C(=O)NCC(C)(C)N1CCOCC1
  DT40 TDP1 no CPT: -25%; TDP1 block: x; DT40 TDP1 CPT: -18%

> COc1ccc(C(C)C)cc1S(=O)(=O)N1CCN(c2ccccc2)CC1
  DT40 TDP1 no CPT: -19%; TDP1 block: 2%; DT40 TDP1 CPT: u

> O=C(NCCN1CCOCC1)c1cc(-c2cccc(Cl)c2)on1
  DT40 TDP1 no CPT: u; TDP1 block: 1%; DT40 TDP1 CPT: -8%

> CCc1ccc(NC(=S)N(Cc2ccc(Cl)cc2)Cc2ccc(C(=O)O)cc2)cc1
  DT40 TDP1 no CPT: -6%; TDP1 block: 7%; DT40 TDP1 CPT: -3%

> O=S(=O)(NCc1nnc2c(C(F)(F)F)cc(Cl)cn12)c1ccccc1
  DT40 TDP1 no CPT: -4%; TDP1 block: 0%; DT40 TDP1 CPT: 1%

> Cc1cccc(N2CCN(C(=S)NCc3ccco3)CC2)c1C
  DT40 TDP1 no CPT: u; TDP1 block: 7%; DT40 TDP1 CPT: -40%

> CC(C)NC(=O)CN(C(=O)CCC(=O)Nc1nccs1)c1ccc(C(C)C)cc1
  DT40 TDP1 no CPT: -3%; TDP1 block: 3%; DT40 TDP1 CPT: u

> Cc1ccc(CNC(=O)CSc2nc3ccccc3nc2Cc2ccc(C)cc2)cc1
  DT40 TDP1 no CPT: u; TDP1 block: -5%; DT40 TDP1 CPT: u

> NC(=O)Cn1cc(/C=N\NS(=O)(=O)c2ccc(Cl)cc2)c2ccccc21
  DT40 TDP1 no CPT: 2%; TDP1 block: 4%; DT40 TDP1 CPT: -14%

> CC(C)c1csc(CN2CCN(Cc3ccc(F)cc3)C(CCO)C2)n1 (configuration not stated)
  DT40 TDP1 no CPT: -29%; TDP1 block: 6%; DT40 TDP1 CPT: -1%

> CC(=O)OC(C(=O)Nc1ccccc1)C(C)S(=O)(=O)c1ccccc1 (configuration not stated)
  DT40 TDP1 no CPT: u; TDP1 block: 3%; DT40 TDP1 CPT: u

> COc1ccc(-c2cc(C(=O)Nc3ccc(C#N)cc3)no2)cc1
  DT40 TDP1 no CPT: -16%; TDP1 block: -6%; DT40 TDP1 CPT: 4%

> O=C(Nc1ccc([N+](=O)[O-])cn1)c1cc(-c2cccc(Cl)c2)nc2ccccc12
  DT40 TDP1 no CPT: u; TDP1 block: 1%; DT40 TDP1 CPT: u

> CC(C)(C)c1nnc(SCC(=O)Nc2ccc(N3CCCCC3)cc2)n1N
  DT40 TDP1 no CPT: -12%; TDP1 block: 7%; DT40 TDP1 CPT: -24%

> Cc1ccc(S(=O)(=O)N(CC(=O)N2CCOCC2)c2ccccc2F)cc1
  DT40 TDP1 no CPT: -6%; TDP1 block: -5%; DT40 TDP1 CPT: -12%

> COc1ccc(O)c(/C=N/NC(=O)CCC(=O)Nc2ccc(F)cc2)c1
  DT40 TDP1 no CPT: u; TDP1 block: x; DT40 TDP1 CPT: u

> O=C(CN1CCN(Cc2ccccc2)CC1)N/N=C\C=C/c1ccco1
  DT40 TDP1 no CPT: -5%; TDP1 block: u; DT40 TDP1 CPT: -26%

> CCOc1ccc(/C=C/C(=O)N(C)CC(=O)Nc2cccc(F)c2)cc1OCC
  DT40 TDP1 no CPT: -5%; TDP1 block: 9%; DT40 TDP1 CPT: 10%

> CCOc1ccc2nc(NC(=O)CN3C(=O)C4CCCCC4C3=O)sc2c1 (configuration not stated)
  DT40 TDP1 no CPT: -28%; TDP1 block: 2%; DT40 TDP1 CPT: -17%

> O=C(NS(=O)(=O)c1ccccc1)c1ccccc1
  DT40 TDP1 no CPT: 0%; TDP1 block: 3%; DT40 TDP1 CPT: u

> C=CCn1c(SCC(=O)NCC2CCCO2)nnc1C1CCCCC1 (configuration not stated)
  DT40 TDP1 no CPT: -11%; TDP1 block: 1%; DT40 TDP1 CPT: -6%

> O=C(CC1C(=O)NCCN1C(=O)Nc1ccc(F)cc1F)Nc1cc(Cl)ccc1Cl (configuration not stated)
  DT40 TDP1 no CPT: -4%; TDP1 block: x; DT40 TDP1 CPT: 11%

> CCCCSc1nc2sc3c(c2c(=O)n1-c1ccc(OC)cc1)CCN(C)C3
  DT40 TDP1 no CPT: u; TDP1 block: x; DT40 TDP1 CPT: u

> Clc1cccc(Cl)c1CON/C=N/c1ncnc2sccc12
  DT40 TDP1 no CPT: 16µM*; TDP1 block: 0%; DT40 TDP1 CPT: 23µM*

> c1ccc(Cn2cc(CN3CCCO3)c(-c3ccc4c(c3)OCO4)n2)cc1
  DT40 TDP1 no CPT: -20%; TDP1 block: x; DT40 TDP1 CPT: -20%

> Cn1nc(C(=O)NNC(=O)C(CCC(N)=O)NS(=O)(=O)c2ccc(Cl)cc2)c2ccccc2c1=O (configuration not stated)
  DT40 TDP1 no CPT: 1%; TDP1 block: -4%; DT40 TDP1 CPT: -1%

> COc1ccc(C(C(=O)NC2CCCCC2)N(C(=O)c2sc(C)nc2C)c2ccc(OC)cc2)cc1 (configuration not stated)
  DT40 TDP1 no CPT: -22%; TDP1 block: 0%; DT40 TDP1 CPT: u

> CC1(C)S[C@@H]2[C@H](NC(=O)C(N)c3ccccc3)C(=O)N2[C@H]1C(=O)OC1OC(=O)c2ccccc21 (some centres not stated)
  DT40 TDP1 no CPT: -25%[21.1 µM]; TDP1 block: x; DT40 TDP1 CPT: u

> CC(=O)c1sc2nc(CSc3nncn3C)[nH]c(=O)c2c1C
  DT40 TDP1 no CPT: -20%; TDP1 block: -1%; DT40 TDP1 CPT: -11%

> CCOC(=O)C1=CCN(S(=O)(=O)c2ccccc2F)C1c1ccc(F)cc1 (configuration not stated)
  DT40 TDP1 no CPT: u; TDP1 block: x; DT40 TDP1 CPT: u

> COc1ccccc1C(C)NC(=O)CCC(=O)N1CCN(S(=O)(=O)c2ccc(Cl)cc2)CC1 (configuration not stated)
  DT40 TDP1 no CPT: u; TDP1 block: x; DT40 TDP1 CPT: u

> CN1C(=O)N(CC(=O)N2CCN(c3ncccn3)CC2)C(=O)C12CCCCC2
  DT40 TDP1 no CPT: 2%; TDP1 block: -5%; DT40 TDP1 CPT: 8%

> CC(C)CN(C[C@@H](O)[C@H](Cc1ccccc1)NC(=O)O[C@H]1CO[C@H]2OCC[C@H]21)S(=O)(=O)c1ccc(N)cc1
  DT40 TDP1 no CPT: u; TDP1 block: x; DT40 TDP1 CPT: -6%

> CC1(C)CC(NC(=O)c2cccc(Cl)c2)CC(C)(C)N1
  DT40 TDP1 no CPT: -7%; TDP1 block: 6%; DT40 TDP1 CPT: 3%

> CCCC(=O)Nc1ccc(N2CCN(C(=O)c3cc4ccccc4o3)CC2)cc1
  DT40 TDP1 no CPT: u; TDP1 block: x; DT40 TDP1 CPT: -9%

> COC(=O)c1ccc(NC(=O)CN(C)Cc2cccc(F)c2)cc1
  DT40 TDP1 no CPT: 13µM*; TDP1 block: -3%; DT40 TDP1 CPT: -19%

> CC(=O)C1=C(O)CC(c2ccccc2)CC1=NCCc1ccccc1 (configuration not stated)
  DT40 TDP1 no CPT: u; TDP1 block: 5%; DT40 TDP1 CPT: u

> Cc1ccc(NC(=S)Nc2ccc(F)cc2)cc1
  DT40 TDP1 no CPT: u; TDP1 block: x; DT40 TDP1 CPT: u

> CCn1c(COc2ccccc2C)nnc1SCC(=O)NCc1ccccc1
  DT40 TDP1 no CPT: u; TDP1 block: -1%; DT40 TDP1 CPT: u

> Cn1c2c(c(=O)n(C)c1=O)C(c1ccc(Br)cc1)C(C#N)=C(N)N2 (configuration not stated)
  DT40 TDP1 no CPT: 23µM*; TDP1 block: x; DT40 TDP1 CPT: u

> O=C(c1ccc(F)cc1)c1cn(Cc2ccccc2)c2cc3c(cc2c1=O)OCO3
  DT40 TDP1 no CPT: u; TDP1 block: 2%; DT40 TDP1 CPT: u

> Nc1nc2c(nnn2Cc2ccc(Cl)c(Cl)c2)c(=O)[nH]1
  DT40 TDP1 no CPT: -23%; TDP1 block: x; DT40 TDP1 CPT: 2%

> COc1ccc(CCNC(=O)COC(=O)c2cc(OC)c(OC)cc2OC)cc1
  DT40 TDP1 no CPT: u; TDP1 block: 2%; DT40 TDP1 CPT: 0%

> Cc1ccc(S(=O)(=O)CCc2nnc(N)s2)cc1
  DT40 TDP1 no CPT: -19%; TDP1 block: -4%; DT40 TDP1 CPT: -5%

> COc1ccc(-c2noc(CCC(=O)Nc3ccccc3Cl)n2)cc1OC
  DT40 TDP1 no CPT: u; TDP1 block: 5%; DT40 TDP1 CPT: u

Part of the list above in order of SMILES length, low to high.
> Cc1ccc(NC(=S)Nc2ccc(F)cc2)cc1
  DT40 TDP1 no CPT: u; TDP1 block: x; DT40 TDP1 CPT: u

> O=C(NS(=O)(=O)c1ccccc1)c1ccccc1
  DT40 TDP1 no CPT: 0%; TDP1 block: 3%; DT40 TDP1 CPT: u

> Cc1ccc(S(=O)(=O)CCc2nnc(N)s2)cc1
  DT40 TDP1 no CPT: -19%; TDP1 block: -4%; DT40 TDP1 CPT: -5%

> C=CCn1c(SCC(=O)NCC2CCCO2)nnc1C1CCCCC1 (configuration not stated)
  DT40 TDP1 no CPT: -11%; TDP1 block: 1%; DT40 TDP1 CPT: -6%

> CC1(C)CC(NC(=O)c2cccc(Cl)c2)CC(C)(C)N1
  DT40 TDP1 no CPT: -7%; TDP1 block: 6%; DT40 TDP1 CPT: 3%

> CC(=O)c1sc2nc(CSc3nncn3C)[nH]c(=O)c2c1C
  DT40 TDP1 no CPT: -20%; TDP1 block: -1%; DT40 TDP1 CPT: -11%

> CCOc1ccc2nc(NC(=O)CN3C(=O)C4CCCCC4C3=O)sc2c1 (configuration not stated)
  DT40 TDP1 no CPT: -28%; TDP1 block: 2%; DT40 TDP1 CPT: -17%

> c1ccc(Cn2cc(CN3CCCO3)c(-c3ccc4c(c3)OCO4)n2)cc1
  DT40 TDP1 no CPT: -20%; TDP1 block: x; DT40 TDP1 CPT: -20%

> CCCC(=O)Nc1ccc(N2CCN(C(=O)c3cc4ccccc4o3)CC2)cc1
  DT40 TDP1 no CPT: u; TDP1 block: x; DT40 TDP1 CPT: -9%

> CN1C(=O)N(CC(=O)N2CCN(c3ncccn3)CC2)C(=O)C12CCCCC2
  DT40 TDP1 no CPT: 2%; TDP1 block: -5%; DT40 TDP1 CPT: 8%

> O=C(c1ccc(F)cc1)c1cn(Cc2ccccc2)c2cc3c(cc2c1=O)OCO3
  DT40 TDP1 no CPT: u; TDP1 block: 2%; DT40 TDP1 CPT: u

> O=C(CC1C(=O)NCCN1C(=O)Nc1ccc(F)cc1F)Nc1cc(Cl)ccc1Cl (configuration not stated)
  DT40 TDP1 no CPT: -4%; TDP1 block: x; DT40 TDP1 CPT: 11%

> COc1ccccc1C(C)NC(=O)CCC(=O)N1CCN(S(=O)(=O)c2ccc(Cl)cc2)CC1 (configuration not stated)
  DT40 TDP1 no CPT: u; TDP1 block: x; DT40 TDP1 CPT: u

> CC1(C)S[C@@H]2[C@H](NC(=O)C(N)c3ccccc3)C(=O)N2[C@H]1C(=O)OC1OC(=O)c2ccccc21 (some centres not stated)
  DT40 TDP1 no CPT: -25%[21.1 µM]; TDP1 block: x; DT40 TDP1 CPT: u

> CC(C)CN(C[C@@H](O)[C@H](Cc1ccccc1)NC(=O)O[C@H]1CO[C@H]2OCC[C@H]21)S(=O)(=O)c1ccc(N)cc1
  DT40 TDP1 no CPT: u; TDP1 block: x; DT40 TDP1 CPT: -6%

Assay outcomes (PubChem BioAssay)
